POLH inh = inhibitors of human DNA polymerase eta; recombinant Pol eta, fluorescent DNA replication assay; hit rate 1.2% among 390,000; Potency, µM (titrated, usually from 114 µM), inactives show top-dose activity change, negative = inhibition, hits mostly inhibitors; Q9Y253; note: % is set by controls: 0 for no effect and ±100 for the full control effect
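Fluorescent replication assay: 50 nM final substrate added after a 15 min room-temperature compound preincubation with 10 nM enzyme. Signal taken at 0 min and again at 10 min.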
BLM inh = inhibitors of human Bloom syndrome helicase BLM; P54132; recombinant BLM DNA unwinding, fluorescence dequenching; Potency, µM (series often up to 56.1 µM), without a hit: at the top dose activity change, negative = inhibition, usual class: inhibitors; hit rate 0.2% among 350,000;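 note: plate controls were vehicle for no effect and no enzyme for full effect; nearly all actives have a fitted effect of over 35% in size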
Pol kappa inh = blocks human DNA polymerase kappa activity. hit rate 0.53% among 400,000. AID 588579. Q9UBT6. purified Pol kappa, fluorescent DNA synthesis assay, 10 min. Potency, µM (titrated, usually from 107 µM), inactives show top-dose activity, negative = inhibition, most hits filed as inhibitors; note: % is set by controls: 0 for no effect and ±100 for the full control effect
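Readout: fluorescence, taken kinetically at 0 and 10 min. Conditions: 10 nM Pol kappa, 15 min RT compound preincubation, 50 nM substrate final. Controls: enzyme-free buffer wells.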
JMJD2A Tudor inh = inhibitors of human JMJD2A Tudor domain | O75164 | AlphaScreen JMJD2A-Tudor / H3K4me3 peptide binding | Potency, µM (series often up to 114 µM), for the others: at the highest dose activity change, negative = inhibition, hits mostly inhibitors | hit rate 4.4% among 390,000; note: % is set by controls: 0 for no effect and ±100 for the full control effect; nearly all actives have a fitted effect of over 50% in size
Pol iota inh = inhibitors of human DNA polymerase iota; Potency, µM (highest dose often 115 µM), without a hit: at the highest dose activity, negative = inhibition, hits mostly inhibitors; Pol iota fluorescent replication assay, 10 min; hit rate 1% among 390,000; Q9UNA4; AID 588590
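Pol iota at 10 nM preincubated 15 min with compounds at room temperature; reaction started with fluorescent substrate, 50 nM final. Fluorescence read kinetically at 0 and 10 min; buffer-only wells as negative control.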
APEX1 inh = inhibitors of human APE1 endonuclease; Potency, µM (titrated, usually from 65.8 µM), for the others: at the highest dose activity change, negative = inhibition, hits mostly inhibitors; hit rate 0.35% among 350,000; P27695; recombinant APE1, TAMRA/BHQ-2 abasic DNA cleavage fluorescence;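 note: plate controls were vehicle for no effect and reference inhibitor for full effect; nearly all actives have a fitted effect of over 55% in size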
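Quantitative HTS: incision of a TAMRA/BHQ-2 double-stranded substrate bearing a tetrahydrofuran abasic site by 0.75 nM APE1 raises fluorescence. Substrate 50 nM final, added after 15 min compound preincubation at room temperature; progress as third-minus-first kinetic read difference.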
POLB inh = DNA polymerase beta (human) inhibition. P06746. Pol beta primer extension/strand displacement, fluorescence kinetic. Potency, µM (series often up to 114 µM), for the others: at the top dose activity change, negative = inhibition, most hits filed as inhibitors. hit rate 1.3% among 340,000; note: % is set by controls: 0 for no effect and ±100 for the full control effect
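Human Pol beta at 10 nM; strand-displacement substrate 50 nM final. Compound exposure 15 min at room temperature before start, reaction 10 min at room temperature.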
G9a inh = inhibitors of human histone lysine methyltransferase G9a. Q96KQ7. G9a H3K9 monomethylation, AlphaScreen, 2 h. Potency, µM (doses to about 102 µM), without a hit: at the highest dose activity, negative = inhibition, hits mostly inhibitors. hit rate 8.8% among 350,000; note: % is set by controls: 0 for no effect and ±100 for the full control effect; nearly all actives have a fitted effect of over 75% in size
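Signal arises when biotinylated H3K9 peptide, once monomethylated, bridges streptavidin donor and antibody-captured acceptor beads. Enzyme at 20 nM was preincubated 15 min with test compounds; peptide 500 nM and SAM 20 uM then reacted for 2 h.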
BAZ2B inh = BAZ2B (human) inhibition | hit rate 4.4% among 360,000 | AlphaScreen BAZ2B-H3K14Ac peptide displacement | Q9UIF8 | AID 504333 | Potency, µM (top dose mostly 114 µM), for inactives: at the highest dose activity change, negative = inhibition, actives largely listed as inhibitors; note: % is set by controls: 0 for no effect and ±100 for the full control effect; nearly all actives have a fitted effect of over 60% in size
Target sequence (Q9UIF8 whole entry, looked up): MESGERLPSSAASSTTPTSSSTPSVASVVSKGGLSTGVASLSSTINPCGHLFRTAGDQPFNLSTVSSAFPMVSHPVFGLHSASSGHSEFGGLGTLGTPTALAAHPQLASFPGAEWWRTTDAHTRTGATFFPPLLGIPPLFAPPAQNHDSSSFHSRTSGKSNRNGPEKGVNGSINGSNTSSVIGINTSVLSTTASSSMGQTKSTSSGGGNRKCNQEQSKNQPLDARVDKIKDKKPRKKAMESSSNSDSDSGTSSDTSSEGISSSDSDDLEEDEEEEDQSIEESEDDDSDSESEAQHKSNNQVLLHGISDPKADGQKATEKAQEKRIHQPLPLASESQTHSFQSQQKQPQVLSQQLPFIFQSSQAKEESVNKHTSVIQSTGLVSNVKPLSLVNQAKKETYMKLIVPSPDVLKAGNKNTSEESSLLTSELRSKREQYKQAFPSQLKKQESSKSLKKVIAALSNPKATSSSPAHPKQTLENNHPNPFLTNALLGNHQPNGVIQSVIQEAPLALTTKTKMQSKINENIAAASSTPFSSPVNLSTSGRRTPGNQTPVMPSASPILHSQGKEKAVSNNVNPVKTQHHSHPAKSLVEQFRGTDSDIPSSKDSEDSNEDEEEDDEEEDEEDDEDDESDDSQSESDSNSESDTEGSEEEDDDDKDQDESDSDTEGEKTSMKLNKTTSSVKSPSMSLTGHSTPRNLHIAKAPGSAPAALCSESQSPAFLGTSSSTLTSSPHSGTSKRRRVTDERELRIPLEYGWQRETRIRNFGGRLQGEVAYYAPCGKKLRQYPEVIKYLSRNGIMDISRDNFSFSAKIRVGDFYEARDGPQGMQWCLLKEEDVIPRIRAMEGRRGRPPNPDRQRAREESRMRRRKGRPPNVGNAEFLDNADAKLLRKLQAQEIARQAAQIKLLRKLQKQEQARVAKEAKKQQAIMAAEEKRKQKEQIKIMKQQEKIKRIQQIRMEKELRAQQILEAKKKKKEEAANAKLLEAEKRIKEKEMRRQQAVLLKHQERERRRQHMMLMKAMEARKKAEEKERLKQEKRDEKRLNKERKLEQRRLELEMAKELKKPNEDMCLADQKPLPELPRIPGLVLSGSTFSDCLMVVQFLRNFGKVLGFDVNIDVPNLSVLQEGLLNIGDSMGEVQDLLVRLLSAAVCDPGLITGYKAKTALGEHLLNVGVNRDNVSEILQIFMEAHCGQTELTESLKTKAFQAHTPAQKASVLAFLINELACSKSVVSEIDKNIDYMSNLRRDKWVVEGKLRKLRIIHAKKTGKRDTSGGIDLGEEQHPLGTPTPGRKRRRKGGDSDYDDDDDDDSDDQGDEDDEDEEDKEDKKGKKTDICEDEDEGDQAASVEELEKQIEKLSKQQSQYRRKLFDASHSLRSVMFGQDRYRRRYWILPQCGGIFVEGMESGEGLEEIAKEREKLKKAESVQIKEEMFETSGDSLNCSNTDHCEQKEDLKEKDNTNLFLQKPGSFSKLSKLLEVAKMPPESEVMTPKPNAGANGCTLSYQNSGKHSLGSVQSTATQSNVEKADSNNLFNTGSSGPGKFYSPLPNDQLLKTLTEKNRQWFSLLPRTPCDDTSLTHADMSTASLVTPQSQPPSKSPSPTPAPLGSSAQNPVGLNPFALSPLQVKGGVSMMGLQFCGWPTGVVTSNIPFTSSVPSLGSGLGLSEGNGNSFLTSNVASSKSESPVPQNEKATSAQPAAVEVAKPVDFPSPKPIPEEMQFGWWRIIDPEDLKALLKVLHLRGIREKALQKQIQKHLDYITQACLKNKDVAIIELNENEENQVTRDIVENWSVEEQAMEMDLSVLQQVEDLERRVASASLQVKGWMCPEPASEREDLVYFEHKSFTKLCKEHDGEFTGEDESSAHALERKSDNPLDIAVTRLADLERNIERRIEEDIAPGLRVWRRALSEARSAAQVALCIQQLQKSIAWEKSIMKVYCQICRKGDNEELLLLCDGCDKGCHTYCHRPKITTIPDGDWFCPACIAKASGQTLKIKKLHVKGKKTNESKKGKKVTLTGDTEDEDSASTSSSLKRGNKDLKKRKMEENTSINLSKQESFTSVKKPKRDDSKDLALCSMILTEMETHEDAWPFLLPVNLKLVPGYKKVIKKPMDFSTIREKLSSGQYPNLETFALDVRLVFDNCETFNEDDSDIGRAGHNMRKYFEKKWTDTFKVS
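AlphaScreen luminescence quantifies BAZ2B engagement of H3K14Ac peptide; the protein and biotinylated peptide are both at 50 nM final, buffer PBS pH 7.4 with 0.01% Tween-20, all steps at room temperature.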
* hit, by the source's call; ? = inconclusive; nt = no result given; [ ] = dose if it differs, or a comment. Calls come from the whole dose curve; as a rule, active = well fitted curve in the direction sought with a large enough effect; inconclusive = small, poorly fitted or top-dose-only effect, or another doubt; inactive = no such curve, though single readings can be large; an effect the other way counts as inactive or inconclusive. Potency is the fitted concentration of half-maximal effect. The list is partial (hit frequency here may not be typical).

SMILES	POLH inh	BLM inh	Pol kappa inh	JMJD2A Tudor inh	Pol iota inh	APEX1 inh	POLB inh	G9a inh	BAZ2B inh
O/N=C1/CCCCC1c1ccccn1 (configuration not stated)	-9%	-3%	1%	32µM*	20%	-1%	33%	?	50µM*
Cn1c(N)c(C(=O)COC(=O)c2cc(S(=O)(=O)N3CCOCC3)ccc2F)c(=O)n(C)c1=O	-13%	nt	-4%	-19%	29%	-3%	nt	nt	nt
O=C(NCc1ccccc1)c1ccc2c(c1)C(=O)N(Cc1ccncc1)C2=O	-6%	-1%	-3%	-2%	17%	-2%	16%	19%	-3%
O=C(NC1CCCC1)C1CCN(C(=O)c2ccc(Cl)cc2)CC1	-13%	0%	2%	4%	-8%	36%[12.4 µM]	13%	-2%[59 µM]	4%
Cc1cccc(NC(=O)c2nc[nH]c2C(=O)NCc2ccccc2)c1	-14%	nt	-5%	-17%	-7%	-26%	nt	4%[0.501 µM]	-5%
CC(=O)c1sc(NC(=O)c2c(F)cccc2F)nc1-c1ccccc1	-20%	-6%	1%	-12%	17%	23%	6%	-19%	-22%
COCCn1c(=O)c(-c2ccc(OC)cc2)nc2cnc(Oc3cccc(Cl)c3)nc21	nt	3%	-1%[60.1 µM]	nt	nt	3%	nt	9%[12.7 µM]	nt
O=C(Nc1nnc(SCc2ccc(F)cc2)s1)c1ccccn1	-11%	-9%	7%	28µM*	70%[activator]	-8%	-18%	50µM*	25µM*
CCC(=O)N/C(N)=N/c1nc(C)c2cc(C)c(C)cc2n1	-6%	56%[activator]	-12%	-11%	42%[activator]	1%	-13%	nt	5%
O=C1COc2cc(S(=O)(=O)CCC(=O)N3CCN(c4cccc(Cl)c4)CC3)c(Cl)cc2N1	-1%	-4%	-2%	-8%	-4%	nt	-2%	-3%[59 µM]	-2%
c1ccc2c(c1)ccn2CCCN1CCCCC1	-25%	nt	-9%	-19%	12%	nt	nt	nt	nt
S=C(NCCN1CCOCC1)Nc1ccc(Br)cc1	-4%	1%	1%	-1%	9%	?	15%	7%[59 µM]	1%
Cc1ccc(-c2c(C(=O)N/N=C/c3ccc(OC(C)C)cc3)nnn2-c2nonc2N)cc1	-10%	-9%	-20%	-26%	?	3%	24%	-9%	-5%
COC(=O)Cn1c(=O)c2c(nc3n2CCCN3CCc2ccc(OC)c(OC)c2)n(C)c1=O	-3%	-3%	-19%	-13%	-8%	20%	6%	2%	-10%
CCOC(=O)c1ccc(-c2ccc(CO)o2)cc1	6%	-4%	-2%	-31%	-3%	1%	-11%	45µM*	0%[57.1 µM]
Cc1cccc(N2CCN(C(=O)COc3cccc4c3OC(C)(C)C4)CC2)c1C	-10%	-11%	-10%[60.1 µM]	-13%	7%	5%	?	45µM*	13%
Cc1cc(NC(=O)CSCCO)no1	-16%	0%	2%	-4%	33%[activator]	3%	13%	-4%[12.7 µM]	-2%
COc1ccccc1C(=O)Nc1ccccc1OCc1cc(=O)n2ccccc2n1	-22%	0%	-6%[60.1 µM]	-2%	10%	nt	-1%	3%[59 µM]	6%
Cc1ccc(-n2nc(C(=O)N(C)c3ccccc3Cl)c3c4ccccc4n(C)c3c2=O)cc1	nt	-5%	-20%	-28%	-1%	nt	18%	-27%[59 µM]	nt
CCn1cc(C(=O)N2CCc3ccccc32)c(=O)c2cc(S(=O)(=O)N3CCOCC3)ccc21	-17%	0%	-1%	-6%	32%[activator]	-6%	-6%	-5%[59 µM]	-26%

The final three compounds of the part above come first, to join the parts:
SMILES	POLH inh	BLM inh	Pol kappa inh	JMJD2A Tudor inh	Pol iota inh	APEX1 inh	POLB inh	G9a inh	BAZ2B inh
COc1ccccc1C(=O)Nc1ccccc1OCc1cc(=O)n2ccccc2n1	-22%	0%	-6%[60.1 µM]	-2%	10%	nt	-1%	3%[59 µM]	6%
Cc1ccc(-n2nc(C(=O)N(C)c3ccccc3Cl)c3c4ccccc4n(C)c3c2=O)cc1	nt	-5%	-20%	-28%	-1%	nt	18%	-27%[59 µM]	nt
CCn1cc(C(=O)N2CCc3ccccc32)c(=O)c2cc(S(=O)(=O)N3CCOCC3)ccc21	-17%	0%	-1%	-6%	32%[activator]	-6%	-6%	-5%[59 µM]	-26%
COc1ccc(C)c2sc(NC(=O)c3ccc(S(=O)(=O)N4CCOCC4)cc3)nc12	-18%	-4%	-11%[60.1 µM]	-21%	14%	nt	1%	-20%[59 µM]	5%
Cc1c(C(=O)N2CCCCC2CCN2CCCC2=O)oc2c(F)cccc12 (configuration not stated)	2%	-1%	-12%	-3%	7%	-12%	-1%	7%[0.501 µM]	-3%
CCCCNC(=O)c1sc2ncnc(N3CCc4ccccc4C3)c2c1C	-1%	-6%	-34%	-17%	45%[activator]	-7%	3%	18%[59 µM]	6%
Cc1nn(CCO)c2ncc(C(=O)c3cc(F)ccc3O)cc12	-21%	-2%	-1%	11%	112%[activator]	76%[activator]	26%	50µM*	4%
CN(C)C(=O)c1ccc(NC(=O)COc2ccc([N+](=O)[O-])cc2)cc1	-18%	1%	0%	-12%	40%[activator]	?	30%	1%	-11%
Cc1cc(C)cc(NC(=O)Cc2csc(COc3cccc(C)c3)n2)c1	1%	-3%	3%	4%	21%	nt	3%	-1%[59 µM]	?
O=C(CN1CCCCC1)Nc1ccc(S(=O)(=O)NC2CCCCC2)cc1	-10%	-1%	-9%	1%	2%	9%	47%	-38%[12.7 µM]	2%
CCc1ccc2c(CN3CCN(S(=O)(=O)c4ccccc4F)CC3)cc(=O)oc2c1	-12%	nt	3%	-8%	11%	-1%	nt	nt	nt
COc1ccc(C#Cc2c(C=O)n(C)c3ccccc23)cc1	2%	nt	-7%	356%[activator]	-19%	22%	nt	2%[0.501 µM]	314%[activator]
COc1cccc(CC(CC(=O)O)C(=O)Nc2cc(C)ccc2C)c1 (configuration not stated)	-12%	-3%	-1%	13%	-18%	36%	47%	?	7%
CCCCc1cc(=O)oc2c(C)c(OCC(=O)N3C[C@H]4C[C@@H](C3)c3cccc(=O)n3C4)ccc12	5%	3%	4%	-14%	-6%	3%	0%	16%[12.7 µM]	-27%
CC(=O)C1=C(c2ccc(Br)cc2)C(=O)c2ccccc2C1=O	-5%	-14%	?	22µM*	3.5µM*	-5%	19%	35µM*	25µM*
O=C(c1ccccc1)n1nc(-c2ccccc2)nc1NCc1ccco1	-11%	-4%	-6%	-11%	?	6%	28%	-10%	4%
Cc1ccc(S(=O)(=O)n2nc(-c3ccco3)nc2SCc2ccccc2)cc1	1%	-3%	-1%	-29%	?	-4%	-21%	?	?
CCn1c2ccc(CC(=O)O)cc2c2cc(CC(=O)O)ccc21	-4%	3%	-4%	-13%	13%	-2%	14%	?	-8%
CNC(=O)COC(=O)c1cccnc1SC	-5%	-2%	0%	-8%	8%	-3%	1%	14%[59 µM]	4%
COc1ccc(/C=C/CN2CCN(CCc3ccccc3)C(CCO)C2)cc1 (configuration not stated)	-24%	0%	-2%	-34%	39%[activator]	6%	0%	nt	-15%
COc1ccccc1OCC(=O)NCC1CCCN(C(=O)c2ccccc2C(C)=O)C1 (configuration not stated)	-21%	-5%	-10%	1%	28%	-6%	18%	-7%	-11%
COc1ccccc1NS(=O)(=O)c1ccc2oc(SC3CCOC3=O)nc2c1 (configuration not stated)	-11%	-3%	0%	-3%	-13%	1%	0%	-4%[12.7 µM]	-38%
COc1cc(/C=C2\Oc3ccc(C#Cc4ccc(O)cc4)cc3C2=O)cc(OC)c1	5%	nt	-4%	89µM*	?	-3%	nt	nt	nt
COc1ccc(NC(=O)CC(C)C)c(OC)c1	-17%	0%	-20%	-13%	9%	7%	-11%	-5%	-5%
O=S(=O)(Nc1nc2ccccc2nc1Nc1ccccc1Br)c1ccccc1	-10%	1%	6%	-7%	5%	nt	11%	2%[59 µM]	2%
COc1cc(-c2noc(-c3ccc(NCc4ccccc4)c([N+](=O)[O-])c3)n2)cc(OC)c1OC	-16%	-11%	-15%	-14%	-8%	nt	45µM*	-37%[59 µM]	-8%
COc1cc(C(=O)N(C)CC(=O)Nc2cccc(F)c2)ccc1OCc1ccccc1	-10%	nt	-7%	-15%	21%	29%	nt	2%[0.501 µM]	7%
Cc1cc(/C(N)=N/OC(=O)c2ccc(Cl)cc2)no1	-11%	-4%	-6%	-10%	7%	-2%	?	42%[activator]	11%
Cc1c(NC(=O)COC(=O)c2ccc(S(=O)(=O)N3CCOCC3)cc2)c(=O)n(-c2ccccc2)n1C	-6%	1%	5%	-8%	192%[activator]	?	2%	-3%	-15%
CCOC(=O)C(=O)Nc1nnc(Cc2ccc(OC)c(OC)c2)s1	-6%	5%	-9%	-8%	-5%	4%	-5%	?	-10%
O=C(CC1CCC1)Nc1cccc2c([N+](=O)[O-])cccc12	-2%	nt	-2%	-16%	-27%	nt	nt	nt	nt
O=C(c1ccc(CS(=O)c2ccccc2Cl)o1)N1CCN(c2ccccc2F)CC1 (configuration not stated)	-4%	0%	-3%	-8%	12%	nt	1%	-1%[59 µM]	-32%
C=CCOc1ccc(/C=C2/C(=O)ON=C2C)cc1OCC	-4%	-3%	-10%	-5%	163%[activator]	-6%	10%	45µM*	-14%
CCC(C)n1c(C)nc2c(c1=O)c1nc3ccccc3nc1n2-c1ccc2c(c1)OCCO2 (configuration not stated)	nt	-5%	nt	nt	nt	20%	22%	-10%	-8%
Cc1cccc(CSc2nnc(Cn3c(=O)sc4ccccc43)n2C)c1	-13%	-9%	-7%	-11%	-12%	0%	0%	-10%[59 µM]	0%
CCOc1ccc2nc(NC(=O)CCC(=O)c3cccs3)sc2c1	?	-10%	-10%	-23%	?	?	?	6%[2.33 µM]	?
NC(=O)[C@@H]1CCNc2c(I)cc([N+](=O)[O-])cc2C(=O)N[C@@H](CO)C(=O)N[C@@H](Cc2ccc(O)cc2)C(=O)N1	nt	-5%	nt	nt	nt	5%	3%	10µM*	79µM*
COCCn1nnnc1C(c1cc2cc(C)ccc2[nH]c1=O)N1CCN(C2CCCCC2)CC1 (configuration not stated)	0%	-3%	-4%	-5%	11%	-2%	1%	-27%[0.0925 µM]	2%
O=C(CSc1nnc(-c2cccnc2)n1C1CCCCC1)NC1CCCC1	-8%	-2%	2%	3%	?	10%	6%	-9%[59 µM]	-1%
CN(CC(=O)Nc1ccc(F)c(F)c1F)C(=O)C1CCCCC1	-13%	nt	-27%	8%	6%	25%	nt	nt	nt
